# From PubChem
# RORgamma inh – blocks mouse ROR gamma transcriptional activity. P51450. Drosophila S2 Gal4-RORgamma UAS-luciferase reporter, 20 h. Potency, µM (top dose mostly 53.6 µM), inactives show top-dose activity change, negative = inhibition, hits mostly inhibitors. hit rate 5.4% among 310,000. AID 2551; also: % is scaled to controls: 0 for no effect and ±100 for the full control effect; nearly all actives have a fitted effect of over 60% in size
# Target sequence (P51450 whole entry, looked up, the tested form may be a part): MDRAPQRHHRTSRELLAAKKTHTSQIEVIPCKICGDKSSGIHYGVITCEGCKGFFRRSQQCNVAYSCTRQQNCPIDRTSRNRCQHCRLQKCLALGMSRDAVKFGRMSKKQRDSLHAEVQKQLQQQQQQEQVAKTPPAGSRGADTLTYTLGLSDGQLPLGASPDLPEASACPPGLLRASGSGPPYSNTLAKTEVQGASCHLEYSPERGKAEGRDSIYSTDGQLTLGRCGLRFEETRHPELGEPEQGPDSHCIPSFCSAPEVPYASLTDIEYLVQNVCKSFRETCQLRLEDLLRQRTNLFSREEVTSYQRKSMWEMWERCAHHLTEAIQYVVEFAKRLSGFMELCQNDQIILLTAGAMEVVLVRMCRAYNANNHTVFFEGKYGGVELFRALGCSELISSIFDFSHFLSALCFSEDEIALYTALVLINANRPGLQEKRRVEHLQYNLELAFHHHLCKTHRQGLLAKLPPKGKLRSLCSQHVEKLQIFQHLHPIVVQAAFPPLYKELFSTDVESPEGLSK
#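 ROR gamma transcriptional activity was tracked as Gal4-UAS luciferase output in stably transfected Drosophila Schneider cells, with compound added 1 hr before 700 uM copper sulfate induction and a 20 hr ambient-temperature incubation.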
# Menin-MLL TR inh – inhibitors of human menin-MLL interaction, mutant MLL peptide | Menin + Texas Red MLL mutant peptide, fluorescence polarization | Potency, µM (doses to about 61.6 µM), inactives show at the highest dose FP activity change, negative = inhibition, hits mostly inhibitors | hit rate 0.23% among 270,000 | AID 1768; active = well fitted inhibition curve with a large enough effect in the polarisation, with a control signal flat, not every such curve was filed as active; inconclusive = small, poorly fitted or top-dose-only effect, or effect the other way, or a change in a side signal; inactive = no such curve, though single readings can be large or run the other way; the % refers to the polarisation; also: % of control where 0% means no effect; many of its hits are not listed in these tables
# VP16 counter – Gal4-VP16 reporter inhibition counter-screen; Drosophila S2 Gal4-VP16 UAS-luciferase, luminescence, 20 h; Potency, µM (top dose mostly 53.6 µM), for inactives: at the highest dose activity, negative = inhibition, hits mostly inhibitors; hit rate 3.5% among 310,000;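 also: Gal4-VP16 expression switched on by copper sulfate through the metallothionein promoter; % is scaled to controls: 0 for no effect and ±100 for the full control effect; nearly all actives have a fitted effect of over 50% in size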
# * hit, by the source's call; ? = inconclusive; . = no result given; & = joins results of further samples; [ ] = dose if it differs, or a comment. Unless noted, calls follow the shape of the dose curve; as a rule, active = well fitted curve in the direction sought with a large enough effect; inconclusive = small, poorly fitted or top-dose-only effect, or another doubt; inactive = no such curve, though single readings can be large; an effect the other way counts as inactive or inconclusive. Potency is read from the fitted curve at half-maximal effect. Some of the compounds tested, so the mix of outcomes need not match the whole.
1) O=Cc1ccccc1Cl
2) ON=C1CCCCC1
3) Nc1cccc2c(N)cccc12
4) Cc1ccc(Cl)cc1
5) CC(=O)C1(C)CC2=C(CCCC2(C)C)CC1C (configuration not stated)
6) O=C(O)c1cccc([N+](=O)[O-])c1
7) Cc1c(N=C=O)cccc1N=C=O
8) COC(=O)c1ccccc1
9) COc1cc(-c2ccc(N=C=O)c(OC)c2)ccc1N=C=O
10) C/C=C1/C(=O)C[C@H]2[C@@H]3CCC4=CC(=O)CC[C@]4(C)[C@H]3CC[C@]12C
Compound	1	2	3	4	5	6	7	8	9	10
RORgamma inh	20%	28%	-17%	3%	29%	-15%	3%	6%	6%	-7%
Menin-MLL TR inh	.	.	.	.	.	.	.	.	.	.
VP16 counter	11%	-1%	6%	3%	8%	-1%	-2%	-5%	-2%	-10%

# Reprinted from the listing (2 entries):
1) O=Cc1ccccc1Cl
2) ON=C1CCCCC1
Compound	1	2
RORgamma inh	20%	28%
Menin-MLL TR inh	.	.
VP16 counter	11%	-1%

# The listing continues:
11) Cc1ccc(C)c(O)c1
12) O=C(OCC(COC(=O)c1ccccc1)(COC(=O)c1ccccc1)COC(=O)c1ccccc1)c1ccccc1
13) C=C(C)C(=O)OCC(C)O (configuration not stated)
14) C[C@@H]1CC2(OC3C[C@@]4(C)C5=CC[C@H]6C(C)(C)C(O[C@@H]7OC[C@@H](O)[C@H](O)[C@H]7O)CC[C@@]67C[C@@]57CC[C@]4(C)C31)OC(O)C1(C)OC21 (some centres not stated)
15) CC(C)=CCl
16) O=C(Cl)c1c(Cl)cccc1Cl
17) CCCCC(CC)COC(=O)c1ccccc1C(=O)O (configuration not stated)
18) Nc1ccc([N+](=O)[O-])c(N)c1
19) C=C(C)C(=O)OCCCCCC
20) CC(C)=C1CCC(C)CC1=O (configuration not stated)
Compound	11	12	13	14	15	16	17	18	19	20
RORgamma inh	4%	10%	-9%	-8%	-4%	0%	22%	27%	-33%	7%
Menin-MLL TR inh	.	.	.	.	.	.	.	.	.	.
VP16 counter	-4%	-2%	-1%	-13%	7%	4%	-2%	8%	0%	2%

21) O=[N+]([O-])c1cccc(Cl)c1Cl
22) CCCCCCCCCCCCC1CO1 (configuration not stated)
23) O=C1C(=O)c2ncccc2-c2cccnc21
24) Nc1ccccc1N
25) CCC(C)CCCCC(=O)N[C@@H](CCN)C(=O)N[C@H](C(=O)N[C@@H](CCN)C(=O)N[C@H]1CCNC(=O)C([C@@H](C)O)NC(=O)[C@@H](CCN)NC(=O)[C@H](CCN)NC(=O)[C@H](CC(C)C)NC(=O)[C@@H](CC(C)C)NC(=O)[C@H](CCN)NC1=O)[C@@H](C)O (some centres not stated)
26) C=CCOC(=O)COCCC(C)C
27) Nc1cc(Cl)c([N+](=O)[O-])cc1O
28) CCc1ccccc1O
29) ClCCl
30) C=CC(=C)CCC=C(C)C
Compound	21	22	23	24	25	26	27	28	29	30
RORgamma inh	2%	-6%	-38%	-36%	-3%	-13%	40%	35%	10%	22%
Menin-MLL TR inh	.	.	.	.	.	.	.	.	.	.
VP16 counter	-1%	11%	-12%	7%	5%	-19%	?	7%	7%	5%

31) NCCCCCCN
32) c1cc(CN2CCCNCCNCCCNCC2)ccc1CN1CCCNCCNCCCNCC1
33) Cc1ccccc1-c1cncnc1NC1CCNCC1
34) C1COC1
35) O=C1NC(=O)c2cc([N+](=O)[O-])ccc21
36) CC(=C/C=C/C(C)=C/C=C/C=C(C)/C=C/C=C(C)/C=C/C(=O)O)/C=C/C(=O)O
37) COC(=O)C1C(=O)C(C(=O)/C=C/c2ccco2)C(=O)CC1(C)C (configuration not stated)
38) O=C(c1cnccn1)N1CCC[C@@]2(CCN(Cc3nccs3)C2)C1
39) COc1ccc2[nH]cc(CCNc3ncnc4ccc(-c5ccccc5OC)cc34)c2c1
40) COc1ccc(Cl)cc1-c1ccc(C(=O)O)o1
Compound	31	32	33	34	35	36	37	38	39	40
RORgamma inh	9%	-26%	0%	-26%	-17%	14%	-17%	17%	53%	26%[96.6 µM]
Menin-MLL TR inh	.	.	.	.	.	.	0%	-1%	24%	-7%[94.6 µM]
VP16 counter	11%	-18%	6%	8%	-17%	0%	29%	-8%	7%	-3%[96.6 µM]

41) C/C(=C(/CCOC(=O)C(C)C)SS/C(CCOC(=O)C(C)C)=C(\C)N(C=O)Cc1cnc(C)nc1N)N(C=O)Cc1cnc(C)nc1N
42) O=C(c1cnccn1)N1CCC[C@@]2(CCN(c3ncccn3)C2)C1
43) CN(C)c1ncc2nc(-c3cc(F)cc(F)c3)c(=O)n(-c3ccccc3)c2n1
44) COC(=O)N1CCC2(CC1)CN(c1ccc(-c3ccccc3)cc1)C2
45) CCCc1c(OCCCOc2ccc(OCC(=O)O)cc2)ccc(CC=O)c1O
46) O=C(Nc1ccccc1)N1CCCC2(CCN(C(=O)c3cccc(F)c3)CC2)C1
47) COc1cc(/C=C/C(=O)c2ccc(O)cc2O)ccc1O
48) O=S(=O)(O)c1ccc2c(c1)-c1nc-2nc2[nH]c(nc3nc(nc4[nH]c(n1)c1ccc(S(=O)(=O)O)cc41)-c1ccc(S(=O)(=O)O)cc1-3)c1ccc(S(=O)(=O)O)cc21
49) CN1CCN(c2ncc3nc(-c4ccccc4)c(=O)n(CCc4ccccc4)c3n2)CC1
50) COc1cc2c(cc1OC)C(C(C(=O)N(CCc1ccc(OC)c(OC)c1OC)CCc1ccc(OC)c(OC)c1OC)c1ccccc1)=NCC2 (configuration not stated)
Compound	41	42	43	44	45	46	47	48	49	50
RORgamma inh	10%	1%	7%	-6%	25%	-6%	?	-39%	-44%	-15%
Menin-MLL TR inh	-9%	-1%	3%	2%	?	3%	77%[activator]	?	1%	-2%
VP16 counter	-3%	-6%	-2%	1%	1%	-5%	-24%	-24%	0%	2%

51) C=C1CCC(C2CC(=O)OC2=O)C(=O)CCC2C1CC2(C)C (configuration not stated)
52) CNc1ccnc(-c2cccc(NS(C)(=O)=O)c2)n1
53) COc1ncc2nc(-c3cccc(C#N)c3)c(=O)n(CCC#N)c2n1
54) COc1ccc(-c2nc3cnc(OC)nc3n(Cc3cccc(OC)c3)c2=O)cc1
55) CCCCc1nn(-c2ccccc2C(F)(F)F)c(=O)n1Cc1ccc(-c2ccccc2S(=O)(=O)NC(=O)c2sccc2C)cc1
56) CC(=O)C1(C)CC2(CC(C)(C)OC2=O)C(=O)O1 (configuration not stated)
57) O=C(O)c1cc(N=Nc2ccc(-c3ccc(N=Nc4ccc(O)c(C(=O)O)c4)cc3)cc2)ccc1O
58) COC(=O)C1OC(=O)C2O[C@@]23[C@]2(C)C(OC(C)=O)CC4C(C)(C)C(=O)CC[C@]4(C)C2CC[C@@]13C (some centres not stated)
59) CO[C@@H]1COC(=O)C/C=C\[C@@H](C)[C@H](OC)COC(=O)[C@@H](C)COC(=O)C/C=C\[C@H]1C
60) CCCCCCCC/C=C\CCCCCCCC(=O)NCC(=O)O
Compound	51	52	53	54	55	56	57	58	59	60
RORgamma inh	-1%	8%	-6%	-15%	12%	6%	7%	15%	5%[10 µM]	-25%
Menin-MLL TR inh	-6%	0%	-2%	9%	63%[activator]	6%	?	-12%	16%[11.7 µM]	9%
VP16 counter	-8%	0%	-11%	-8%	?	-7%	-7%	1%	-4%[10 µM]	-12%

61) CS(=O)(=O)Nc1cccc(-c2cc(Nc3ccccc3)ncn2)c1
62) N#Cc1cccc(-c2nc3cnc(Oc4cccc(Cl)c4)nc3n(C3CC3)c2=O)c1
63) CC[C@H](C)[C@H](NC(=O)[C@H](N)Cc1ccc(O)cc1)C(=O)N[C@@H](CC(N)=O)C(=O)N[C@@H](CC(C)C)C(=O)N[C@H](C(=O)N[C@@H](C(=O)N[C@@H](CCCN=C(N)N)C(=O)N[C@@H](CCC(N)=O)C(=O)N[C@@H](CCCN=C(N)N)C(=O)N[C@H](Cc1ccc(O)cc1)C(N)=O)[C@@H](C)O)[C@@H](C)CC
64) OC[C@H](S)CS
65) COC(=O)C1(C(=O)OC)CC2=C[C@H](CC2=O)Cc2ccccc2[C@@H]1C[N+](=O)[O-]
66) CCC1CCCCC1
67) CC1(O)C(=O)C=C2C=C(C3CC3)OC=C2C1=O (configuration not stated)
68) CC1CC=CC2C1C(=O)N(Cc1ccccc1)C2c1ccc(F)c(-c2ccc(N(C)C)cc2)c1 (configuration not stated)
69) CN(C)c1ncc2nc(-c3cccs3)c(=O)n(C3CC3)c2n1
70) Cc1cc(O)cc(O)c1C(=O)OC1(C)C(=O)C=C2C=C(/C=C/C(=O)O)OC=C2C1=O (configuration not stated)
Compound	61	62	63	64	65	66	67	68	69	70
RORgamma inh	?	?	-10%	0%[10 µM]	-3%&10%	1%	2%	6%	2%	-5%
Menin-MLL TR inh	-2%	17%	-6%	0%	3%&3%	1%	1%	0%	3%	0%
VP16 counter	3%	-1%	-3%	?	9%&5%	-1%	-9%	1%	14%	-10%

71) N#CCCn1cnc2c1NC=NC2Cl (configuration not stated)
72) CCOC(=O)CCN1C(=O)[C@H]2[C@H]3[C@H](O)[C@H](O)C/C(=N/NC(=O)OCC)[C@H]3CC[C@@H]2C1=O
73) C=C(Nc1ccc(OCC)cc1)Nc1ccc(OCC)cc1
74) CS(=O)(=O)N1CCC[C@@]2(CCN(c3ncccn3)C2)C1
75) COCCn1c(=O)cnc2cnc(N3CCN(C)CC3)nc21
76) O=C(c1csnn1)N1CCC[C@@]2(CCN(c3ccccn3)C2)C1
77) COc1cc(C[C@H]2C(=O)OC[C@@H]2Cc2ccc(OC)c(OC)c2)ccc1O
78) C=C1C(=O)OC2CC1C(OC(C)=O)CC(C)=CCCC(C)=CCC[C@@]2(C)O (some centres not stated)
79) CC(=O)Oc1cccc(C(=O)O)c1OC(C)=O
80) CC(/C=C/C(=O)NO)=C\[C@@H](C)C(=O)c1ccc(N(C)C)cc1
81) O=C(O)CC/C=C\CC[C@H]1[C@@H](N2CCCCC2)[C@@H](O)C[C@@H]1OCc1ccc(-c2ccccc2)cc1
82) O=c1cc(-c2ccc(O)c(O)c2)oc2cc(OC3OC(CO)C(O)C(O)C3O)cc(O)c12 (configuration not stated)
83) [O-][n+]1ccccc1SSc1cccc[n+]1[O-]
Compound	71	72	73	74	75	76	77	78	79	80	81	82	83
RORgamma inh	-2%	-21%[10 µM]	-20%&-10%	12%	?	-1%	6.3µM*	5.6µM*	0%	-12%	8%	28%	0.35µM*
Menin-MLL TR inh	0%	-1%[11.7 µM]	-5%&-7%	-18%	35µM*	-11%	-8%[24.8 µM]	?	-14%	2%	-18%[24.8 µM]	5%[24.8 µM]	11%
VP16 counter	0%	3%[10 µM]	4%&4%	8%	-12%	-16%	1.1µM*	?	-3%	-16%	-4%	0%	0.89µM*

# Nos. 71 to 81 of the list above:
71) N#CCCn1cnc2c1NC=NC2Cl (configuration not stated)
72) CCOC(=O)CCN1C(=O)[C@H]2[C@H]3[C@H](O)[C@H](O)C/C(=N/NC(=O)OCC)[C@H]3CC[C@@H]2C1=O
73) C=C(Nc1ccc(OCC)cc1)Nc1ccc(OCC)cc1
74) CS(=O)(=O)N1CCC[C@@]2(CCN(c3ncccn3)C2)C1
75) COCCn1c(=O)cnc2cnc(N3CCN(C)CC3)nc21
76) O=C(c1csnn1)N1CCC[C@@]2(CCN(c3ccccn3)C2)C1
77) COc1cc(C[C@H]2C(=O)OC[C@@H]2Cc2ccc(OC)c(OC)c2)ccc1O
78) C=C1C(=O)OC2CC1C(OC(C)=O)CC(C)=CCCC(C)=CCC[C@@]2(C)O (some centres not stated)
79) CC(=O)Oc1cccc(C(=O)O)c1OC(C)=O
80) CC(/C=C/C(=O)NO)=C\[C@@H](C)C(=O)c1ccc(N(C)C)cc1
81) O=C(O)CC/C=C\CC[C@H]1[C@@H](N2CCCCC2)[C@@H](O)C[C@@H]1OCc1ccc(-c2ccccc2)cc1
Compound	71	72	73	74	75	76	77	78	79	80	81
RORgamma inh	-2%	-21%[10 µM]	-20%&-10%	12%	?	-1%	6.3µM*	5.6µM*	0%	-12%	8%
Menin-MLL TR inh	0%	-1%[11.7 µM]	-5%&-7%	-18%	35µM*	-11%	-8%[24.8 µM]	?	-14%	2%	-18%[24.8 µM]
VP16 counter	0%	3%[10 µM]	4%&4%	8%	-12%	-16%	1.1µM*	?	-3%	-16%	-4%
